ALOX12 inh: ALOX12 (human) lipoxygenase inhibition; P18054; purified 12hLO, xylenol orange hydroperoxide absorbance; Potency, µM (titrated, usually from 108 µM), for inactives: top-dose activity change, negative = inhibition, actives largely listed as inhibitors; 580,000 tested, 1.1% active; active = well fitted inhibition curve with a large enough effect; inconclusive = small, poorly fitted or top-dose-only effect, or another doubt; inactive = no such curve, though single readings can be large or run the other way
Target sequence (P18054 whole entry, looked up): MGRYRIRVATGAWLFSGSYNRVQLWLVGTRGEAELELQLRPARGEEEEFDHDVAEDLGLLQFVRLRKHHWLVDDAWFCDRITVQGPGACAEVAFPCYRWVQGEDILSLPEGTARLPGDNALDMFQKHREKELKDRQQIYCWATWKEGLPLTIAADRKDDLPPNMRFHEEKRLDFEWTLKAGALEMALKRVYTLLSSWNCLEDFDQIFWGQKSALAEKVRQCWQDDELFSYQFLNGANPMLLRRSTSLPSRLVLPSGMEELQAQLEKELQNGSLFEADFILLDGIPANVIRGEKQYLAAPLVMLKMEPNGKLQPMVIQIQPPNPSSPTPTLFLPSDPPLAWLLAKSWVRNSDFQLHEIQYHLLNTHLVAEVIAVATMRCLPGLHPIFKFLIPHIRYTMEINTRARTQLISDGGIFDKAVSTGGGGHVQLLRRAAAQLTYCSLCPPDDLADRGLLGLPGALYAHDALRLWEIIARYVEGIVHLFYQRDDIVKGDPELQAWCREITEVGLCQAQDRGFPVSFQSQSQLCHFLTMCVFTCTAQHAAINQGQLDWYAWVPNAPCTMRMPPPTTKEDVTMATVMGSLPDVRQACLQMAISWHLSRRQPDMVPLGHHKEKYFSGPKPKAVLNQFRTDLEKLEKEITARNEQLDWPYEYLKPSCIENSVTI
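Purified human 12hLO (150 nM final) in 25 mM Hepes, 0.01% Triton X-100, pH 7.0 was preincubated 15 min at room temperature with compound. Then 40 uM arachidonic acid was added, 30 min. Hydroperoxide was read by Fe-XO absorbance ratio 573/405 nm.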
* hit, by the source's call; ? = inconclusive; & = joins results of further samples; [ ] = dose if it differs, or a comment. % is scaled to controls: 0 for no effect and ±100 for the full control effect; potency is read from the fitted curve at half-maximal effect. A portion of the library; the hit share may differ from the screen's.

ALOX12 inh	SMILES
0%	COc1ccc2cnn(CC(=O)Nc3ccccc3Cl)c(=O)c2c1OC
?	CCNc1cc(C)nc(Nc2ccc(NC(=O)c3cccc(Cl)c3)cc2)n1
13%	COC(=O)C1=C(C)N=C2SC=C(CC(=O)NCc3ccccc3F)N2C1c1ccccc1Cl (stereo unspecified)
15%	O=C(NCc1ccccc1OC(F)F)c1ccc(-n2cnnn2)cc1
?	CCNC(=O)N1CC[C@@H](CC(=O)O)[C@@H](CC2=NCCc3ccc(C(C)(C)C)cc32)C1
?	CCOc1cccc(-c2cc(C(=O)OC)c3ccccc3n2)c1
14%	CC(C)CCN1CCNC(=O)C1CC(=O)N(Cc1cnn(C)c1)C1CC1 (stereo unspecified)
7%	O=C(Nc1ccccc1F)N1CCCC1c1nncn1-c1ccccc1 (stereo unspecified)
8%	COc1ccc(-c2noc(-c3nc(-c4cc(OC)c(OC)c(OC)c4)no3)n2)cc1OC
?	O=c1[nH]c(-n2cccc2)c(-c2c(-c3ccccc3)[nH]c3[nH]c(=O)[nH]c(=O)c23)c(=O)[nH]1

(next part)
ALOX12 inh	SMILES
31%	CCN(CC)c1ccc(C=Nc2ccc(F)cc2)cc1
?	CNC(=S)N/N=C(/C)c1ccccn1
-8%	O=C(C(Sc1nnc(-c2ccncc2)n1-c1ccc(Cl)cc1)c1ccccc1)N1CCCC1 (stereo unspecified)
11%	COCc1nncn1C1CCN(C(=O)c2ccc(C)s2)CC1
40%[activator]	COc1ccc(CN2CCC(C3CCNC3)CC2)c(OC)c1 (stereo unspecified)
?	c1cncc(-c2nc(Sc3ccc4c(c3)OCCCO4)c3ccccc3n2)c1
10%	Cn1cc(C(=O)N2CCC3(CC2)NCCc2c3[nH]c3ccccc23)cn1
-4%	CC(C)(C)c1cc(N)n[nH]1
33%[activator]	Cc1nc(-c2ccc(F)cc2)n(CC(=O)NCc2ccc(F)cc2)c(=O)c1CCO
?	Cc1ccc(-c2nc3cc(C)c(Br)c(C)n3c2Cc2ccsc2)cc1

(list continues)
ALOX12 inh	SMILES
-3%	CCOC(=O)c1ccc(Nc2nc3ccccc3nc2NS(=O)(=O)c2ccc(C)c(C)c2)cc1
10%[176 µM]	CN(C)c1ccc(-c2nnnn2[C@H]2CO[C@H]3[C@@H]2OC[C@H]3OCc2ccccc2)cc1
-24%	CN(CC1Cc2ccccc2CN1C)C(=O)c1cnc2nc[nH]n2c1=O (stereo unspecified)
?	COCCN(C)CCCc1ccccc1
6%	O=C(Nc1c(NC2CCCCC2)c2ccccc2oc1=O)c1ccccc1Cl
32µM*	CC(=O)c1cc2c(ccc3ccccc32)o1
20%&19%	CC(C)(C)C(=O)N1CCC2(C1)C(=O)N(CCc1ccccc1)c1ccccc12 (stereo unspecified)
2%	COc1ccc(CNC(=O)c2ccc3c(c2)N(C)C2CCCCN2C3=O)c(OC)c1 (stereo unspecified)
72%[activator]	Clc1ccccc1C1Cn2cnc(-c3nc(-c4ccncc4)no3)c2CO1 (stereo unspecified)
-18%	O=C(COc1ncnc2c(Cl)cc(Cl)cc12)Nc1ccc(F)c(F)c1F

(listing goes on)
ALOX12 inh	SMILES
7%	O=C(CN1C(=O)CNC1=O)NCCc1noc(C2CCCC2)n1
-4%	COCCn1c(=O)c(-c2ccccc2)nc2cnc(N3CCN(C)CC3)nc21
8%	O=C(Cc1cn2ccsc2n1)Nc1cccc(S(=O)(=O)N2CCCCCC2)c1
37%[activator]	CC(Nc1ccc(Cl)cc1)C(=O)NC(N)=O (stereo unspecified)
35µM*	Cc1ccc(OCCCCc2c(C)n[nH]c2C)c(C(C)(C)C)c1
1%	O=C(CCc1c[nH]c2ccccc12)NC1CCN(C2CC2)CC1
2%	NC(=O)C1CCN(C(=O)C2CC(c3ccc(Cl)cc3)=NO2)CC1 (stereo unspecified)
-4%	COc1cccc(N2CC(C(=O)NCCCc3ccccc3)NC2=O)c1 (stereo unspecified)
8%	Cc1cc2nc3n(c(=O)c2n1CC(=O)Nc1ccc(F)cc1)CCCCC3
-28%	CCC(=O)Oc1cccc2cc(-c3nc(-c4ccc(OC)cc4)no3)c(=O)oc12

18 compounds from above, arranged by formula weight, highest first:
ALOX12 inh	SMILES
13%	COC(=O)C1=C(C)N=C2SC=C(CC(=O)NCc3ccccc3F)N2C1c1ccccc1Cl (stereo unspecified)
-3%	CCOC(=O)c1ccc(Nc2nc3ccccc3nc2NS(=O)(=O)c2ccc(C)c(C)c2)cc1
10%[176 µM]	CN(C)c1ccc(-c2nnnn2[C@H]2CO[C@H]3[C@@H]2OC[C@H]3OCc2ccccc2)cc1
-18%	O=C(COc1ncnc2c(Cl)cc(Cl)cc12)Nc1ccc(F)c(F)c1F
-28%	CCC(=O)Oc1cccc2cc(-c3nc(-c4ccc(OC)cc4)no3)c(=O)oc12
?	c1cncc(-c2nc(Sc3ccc4c(c3)OCCCO4)c3ccccc3n2)c1
-4%	COCCn1c(=O)c(-c2ccccc2)nc2cnc(N3CCN(C)CC3)nc21
20%&19%	CC(C)(C)C(=O)N1CCC2(C1)C(=O)N(CCc1ccccc1)c1ccccc12 (stereo unspecified)
8%	Cc1cc2nc3n(c(=O)c2n1CC(=O)Nc1ccc(F)cc1)CCCCC3
-24%	CN(CC1Cc2ccccc2CN1C)C(=O)c1cnc2nc[nH]n2c1=O (stereo unspecified)
7%	O=C(Nc1ccccc1F)N1CCCC1c1nncn1-c1ccccc1 (stereo unspecified)
10%	Cn1cc(C(=O)N2CCC3(CC2)NCCc2c3[nH]c3ccccc23)cn1
15%	O=C(NCc1ccccc1OC(F)F)c1ccc(-n2cnnn2)cc1
7%	O=C(CN1C(=O)CNC1=O)NCCc1noc(C2CCCC2)n1
35µM*	Cc1ccc(OCCCCc2c(C)n[nH]c2C)c(C(C)(C)C)c1
37%[activator]	CC(Nc1ccc(Cl)cc1)C(=O)NC(N)=O (stereo unspecified)
32µM*	CC(=O)c1cc2c(ccc3ccccc32)o1
?	COCCN(C)CCCc1ccccc1

Later entries:
ALOX12 inh	SMILES
?	Cc1cc(C)cc(-c2nc3cc(NC(=O)c4ccc5c(c4)OCO5)ccc3o2)c1
24%[176 µM]	COCC(=O)N[C@H]1C[C@@H](c2nc(-c3ccc4c(c3)OCO4)no2)N(C)C1
10%	O=C1c2ccccc2C(c2nnnn2Cc2ccccc2)N1CCOc1ccccc1 (stereo unspecified)
29%	COc1ccccc1CNC(=O)CN1CC2CC(C1)[C@H]1CCCC(=O)N1C2 (stereo partly specified)
19%[176 µM]	CC1=C[C@@H](CNCc2cccnc2)[C@H](C(C)C)C[C@H]1Cc1nnc(-c2ccccc2)o1
77%[activator]	COc1ccc(C(=O)N(CC2CC2)CC2CN(C(=O)Nc3ccccc3)CCO2)cc1OC (stereo unspecified)
3%	CCNC(=O)N1CCC(N2C(=O)C(OCC3CC3)C23CCCCC3)CC1 (stereo unspecified)
?	CC(=O)Nc1cc(F)ccc1-c1csc(NC(=O)CCc2ccco2)n1
40%	CCCCNC(=O)c1nnn2c1COC(c1ccc(C)cc1)C2 (stereo unspecified)
4%	CCC1c2nccn2CCCN1C(=O)Cn1cccn1 (stereo unspecified)

Remaining list, next part
ALOX12 inh	SMILES
-5%	CCCc1cc(=O)oc2cc(OCC(N)=O)ccc12
-2%	Cc1ccc(C(=O)c2cccc([N+](=O)[O-])c2)cc1C
-9%	CN1CCN(c2nc3c(c(=O)[nH]2)CCN(Cc2ccccc2)CC3)CC1
0%	O=S1(=O)c2cccc3cccc(c23)N1CCCN1CCN(c2ccc(F)cc2)CC1
?	O=C(/C=C/c1ccc(N(c2ccccc2)c2ccccc2)cc1)c1cccc(C(F)(F)F)c1
45%	COc1ccccc1C(=O)N1CCN(c2nc3nc(C)ccc3o2)CC1
1%	COC(=O)c1cc(NC(=O)c2ccc3c(c2)CCC3)cc(C(=O)OC)c1
-2%	Cc1ccc(C)c(-n2nnc(C(=O)NC(C)C)c2N)c1
45%[activator]	CN(C)C[C@@H]1CN(c2ccccn2)C[C@H]1NC(=O)c1cccs1
28%[176 µM]	CN1CCN(C)c2cc(Nc3ccc(N4CCOCC4)cc3)ncc2C1

Next structures
ALOX12 inh	SMILES
-5%	Cc1ccc(CNC(C)C23CC4CC(CC(C4)C2)C3)o1 (stereo unspecified)
1%	COc1ccc(NC(=O)C(c2ccncc2)n2c(=O)c(-c3ccco3)nc3ccccc32)cc1 (stereo unspecified)
0%	COc1ccc(NC(C)=O)cc1S(=O)(=O)NC(c1ccc(F)cc1)c1cccs1 (stereo unspecified)
8%	CCOc1ccccc1NC(=O)c1cnc(N2CCCCC2)c2ccccc12
0%	CC(=O)c1ccc(OC(=O)C2OC3OC(C)(C)OC3C3OC(C)(C)OC23)cc1 (stereo unspecified)
1%	COc1cccc(C2CC(=O)Nc3c2c(=O)[nH]c2nc4ccccc4n32)c1OC (stereo unspecified)
0%	O=C(NC1CCN(c2cc(-c3ccccc3)[nH]n2)CC1)c1ccc2c(c1)OCO2
-9%	Cc1ccc2[nH]c(C(=O)N3CCc4c(cnc(C)c4CNC(=O)c4ccccc4F)C3)cc2c1
-14%	CC(C)(C)NC(=O)C(c1cc2ccccc2o1)n1c(=O)c(-c2cc3ccccc3[nH]2)nc2ccccc21 (stereo unspecified)
-3%	Cc1ccccc1C(=O)N(C)[C@H]1C[C@H]2c3[nH]c4c(-c5ccccc5)cccc4c3CCN2C(=O)[C@H]1[C@H](C)O

Two entries from above in another layout:
mol: COc1ccc(NC(C)=O)cc1S(=O)(=O)NC(c1ccc(F)cc1)c1cccs1 (stereo unspecified)
  ALOX12 inh = 0%

mol: CCOc1ccccc1NC(=O)c1cnc(N2CCCCC2)c2ccccc12
  ALOX12 inh = 8%

(list continues)
ALOX12 inh	SMILES
?	COc1ccc(-c2cc(NCCO)nc3[nH]ccc23)cc1C(F)(F)F
94%[activator]	CC(C)n1ccnc1CN1CCc2onc(-c3ccc(Cl)cc3)c2C1
29%	O=C(CC1CCCCC1)N1CCC(Cc2nc(-c3ccccc3)no2)CC1
22%	CNC(=O)[C@@H]1C[C@H](n2cc(CNC(=O)Nc3ccc(Cl)cc3)nn2)CN1
6%	CC(C(=O)NC(=O)NC1CC1)N1CCN(c2ccccc2F)CC1 (stereo unspecified)
78%[activator]	COc1cccc(-c2nc3cc4c(cc3cc2CN2CCSCC2)OCO4)c1OC
-5%	CC(C)n1ncc2cc(C(=O)NCc3ccc(OC(F)F)cc3)cnc21
2%	O=C(CN1CCc2sccc2C1c1cccs1)Nc1cccc(F)c1 (stereo unspecified)
-2%[176 µM]	CC(C)(C)n1c(=O)[nH]c2cccnc21
-6%	COc1cc2cc(C(=O)NCCCc3nnc4ccccn34)n(C)c2c(OC)c1OC

Continued.
ALOX12 inh	SMILES
0%	O=C(c1cn(Cc2ccccc2F)nn1)N1CCC(O)(c2cccc(C(F)(F)F)c2)CC1
4%	O=C(NCCCc1ccccc1F)[C@H]1CCC[C@@H](O)C1
-11%	Cc1ccc(Cn2c(C3CCN(C(=O)c4ccc5c(c4)OCO5)CC3)n[nH]c2=O)cc1
0%	COc1cc(C(=O)NC2CCCCN(C)C2=O)cc(OC)c1OC (stereo unspecified)
5%	CCOC(=O)C1=C(CN2CCN(C(=O)OC(C)(C)C)CC2)NC(=O)NC1c1ccccc1 (stereo unspecified)
?	O=C1NC2(CCCCCCC2)NN1c1ccc(Br)cc1
48%[activator]	CNC(=O)[C@@H]1CN(C(=O)c2ccc(C)[nH]c2=O)C[C@H]1c1nc(COC)no1
-26%	CC(NC(=O)c1[nH]c2ccc(F)cc2c1Cl)c1cccc(F)c1 (stereo unspecified)
50%[activator]	COC(=O)C1=C(C)N=C2SC=C(CC(=O)NCc3cccc(F)c3)N2C1c1ccccc1 (stereo unspecified)
?	COc1nc2ccccc2nc1N1CCC(C(=O)Nc2ccc(C)c(Cl)c2)CC1

Going on with the list.
ALOX12 inh	SMILES
-1%	C[C@@H]1CN([C@@H](C)CO)C(=O)c2cc(Br)cnc2O[C@@H]1CN(C)Cc1ccccn1
-19%	CN(C)Cc1ccccc1-c1ccc2ncnc(NC3CC3)c2c1
7%	Cc1ccccc1-c1nc2c3c4c(sc3ncn2n1)CN(C)CC4
-1%	CSc1ncccc1C(=O)NC1CC(c2cc(=O)[nH]c(N)n2)C1 (stereo unspecified)
76%[activator]	Cc1ccccc1NC(=O)C(=O)NCC(c1ccc2c(c1)OCO2)N1CCN(C)CC1 (stereo unspecified)
-1%	COC(=O)[C@]12C[C@H](CC(=O)NCC34CC5CC(CC(C5)C3)C4)C(=O)N(Cc3ccc4c(c3)OCO4)C1=C[C@H](COCc1ccccc1)O[C@@H]2C
-16%	COc1ccc(OCc2nc(C)c(CCO)c(=O)n2CC(=O)Nc2ccc(Cl)cc2F)cc1
-22%	O[C@H](COc1cccc(Br)c1)CN1CCC(C(O)(c2ccccc2)c2ccccc2)CC1
9%	Fc1ccc(-c2noc(-c3nnn4c3COC(c3ccc(F)cc3)C4)n2)cc1 (stereo unspecified)
?	COc1ccc(NC(=O)COc2ccc3c(C)cc(=O)oc3c2C)cc1

(cont.)
ALOX12 inh	SMILES
-1%	COc1ccc(CCC(=O)N2C[C@@H](Oc3ccccc3)C[C@H]2C(=O)NC2CC2)cc1
?	CC1(C)C(N(O)C(=O)Nc2ccc(Cl)cc2)N(c2ccc(Cl)cc2)C(=O)N1CC(=O)NN=CC=Cc1ccc([N+](=O)[O-])o1 (stereo unspecified)
30%[activator]	O=C(c1cc[nH]c(=O)c1)N1C[C@@H](COCC2CC2)[C@H](c2ccccn2)C1
?	COc1ccc(NC(=O)c2cc(Cl)c(O)c(OC)c2)c(OC)c1
4%[176 µM]	CC1(CNc2ccccc2)COc2ccc(C(=O)NCCc3ccccc3)cc2N1 (stereo unspecified)
12%	COCCn1cnnc1C(C)NC(=O)CCc1nc2ccccc2[nH]c1=O (stereo unspecified)
15%	Cc1cccc(C(=O)N2C[C@@H](Oc3cccnc3)C[C@H]2C(=O)N2CCOCC2)c1
-30%[176 µM]	COc1ccc(CN2C(=O)CO[C@H]3CN(Cc4ccccc4)C[C@H]32)cc1

Screens deposited in PubChem by National Center for Advancing Translational Sciences (NCATS).
